# Screens (PubChem)
# LYPLA2 counter = LYPLA2 (human) inhibition in PME1 counter-screen; recombinant LYPLA2, FP-Rh probe fluorescence polarization; AID 2177; inhibition, % at 5.9 µM; hit rate 0.38% among 320,000;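 active means inhibition above the screen-wide mean plus 3 SD, limit set per campaign, cut at about 26% in these data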;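 further: 0% = LYPLA2 with DMSO and 100% = wells lacking LYPLA2 enzyme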
# pPAFAH inh = pPAFAH (human) enzyme inhibition; Q13093; recombinant pPAFAH, FP-rhodamine probe fluorescence polarization; inhibition, % at 3.39 µM; hit rate 1.5% among 330,000;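 active means inhibition above the mean inhibition across the screen plus 3 SD, cut at about 25% in these data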;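 further: inhibitors block binding of the rhodamine activity-based probe so polarization drops; 0% = enzyme with DMSO and 100% = wells lacking pPAFAH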
# GSTO1 inh = counter-screen for RBBP9 inhibitors: inhibitors of human GSTO1; recombinant GSTO1, activity-based probe fluorescence polarization; AID 1974; inhibition, % at 5.96 µM; hit rate 1.1% among 300,000;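 active means inhibition above the campaign mean inhibition plus 3 SD, cut at about 35% in these data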;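 further: 0% = GSTO1-1 with DMSO and 100% = wells lacking GSTO1-1 enzyme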
# PREPL inhibitor = inhibitors of human prolyl oligopeptidase-like enzyme PREPL. hit rate 0.68% among 320,000. recombinant PREPL, fluorescence polarization activity-based probe. inhibition, % at 5.96 µM. Q4J6C6. AID 2751; in the data active means inhibition above about 43%;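 further: 0% = enzyme with DMSO and 100% = wells lacking enzyme; many of its hits are not listed in these tables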
# Target sequence (Q4J6C6 whole entry, looked up): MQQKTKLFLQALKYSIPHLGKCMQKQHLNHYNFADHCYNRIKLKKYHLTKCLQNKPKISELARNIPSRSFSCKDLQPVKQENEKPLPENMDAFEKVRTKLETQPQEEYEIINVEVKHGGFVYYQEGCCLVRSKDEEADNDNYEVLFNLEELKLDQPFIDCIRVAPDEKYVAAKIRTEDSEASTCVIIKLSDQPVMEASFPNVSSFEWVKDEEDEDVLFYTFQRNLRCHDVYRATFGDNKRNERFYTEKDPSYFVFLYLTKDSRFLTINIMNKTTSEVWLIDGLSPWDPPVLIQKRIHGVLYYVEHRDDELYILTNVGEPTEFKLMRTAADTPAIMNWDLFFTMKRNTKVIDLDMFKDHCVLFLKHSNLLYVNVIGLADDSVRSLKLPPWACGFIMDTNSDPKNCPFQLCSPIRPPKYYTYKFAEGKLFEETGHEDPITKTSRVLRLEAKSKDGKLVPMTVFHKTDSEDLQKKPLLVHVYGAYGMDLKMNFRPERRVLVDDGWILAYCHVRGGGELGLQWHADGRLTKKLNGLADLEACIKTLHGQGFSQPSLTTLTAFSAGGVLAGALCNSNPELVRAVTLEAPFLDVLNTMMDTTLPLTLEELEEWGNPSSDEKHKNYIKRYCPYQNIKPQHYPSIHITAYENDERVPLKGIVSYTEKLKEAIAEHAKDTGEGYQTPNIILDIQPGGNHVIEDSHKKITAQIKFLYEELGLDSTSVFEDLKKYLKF
# PAFAH1B3 inh = inhibitors of human PAFAH1B3 | recombinant PAFAH1B3, FP-rhodamine probe, fluorescence polarization | inhibition, % at 3.39 µM | hit rate 0.28% among 340,000 | AID 492972;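 active means inhibition above the screen-wide average of all tested compounds plus 3 SD, cut at about 25% in these data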;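 further: 0% = enzyme with DMSO only and 100% = wells lacking PAFAH1B3 protein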
# PAD4 FP inh = inhibitors of human PAD4 | recombinant PAD4, RCA probe fluorescence polarization | Q9UM07 | inhibition, % at 6.36 µM | hit rate 0.41% among 330,000;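 active means percent inhibition above a cutoff equal to the mean of all tested compounds plus 3 SD, cut at about 15% in these data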;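 further: 0% = PAD4 with RCA probe and DMSO and 100% = probe without PAD4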
# PME-1 inh = blocks human protein phosphatase methylesterase 1; AID 2130; inhibition, % at 5.9 µM; Q9Y570; hit rate 0.53% among 320,000; recombinant PME-1, FP-Rh probe fluorescence polarization;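 active means inhibition above the campaign mean of all compounds plus 3 SD, cut at about 26% in these data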;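 further: competitive labeling of PME-1 active site by serine hydrolase directed probe; 0% = PME-1 with DMSO and 100% = wells lacking PME-1 enzyme; inhibitors block probe labeling so polarization falls and inhibition rises; many of its hits are not listed in these tables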
# PAFAH1B2 inh = inhibitors of human PAFAH1B2. P68402. recombinant PAFAH1B2, FP-rhodamine activity probe, fluorescence polarization. inhibition, % at 3.39 µM. hit rate 1.2% among 340,000. AID 492953;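 active means inhibition above the mean of all tested compounds plus 3 SD, cut at about 24% in these data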;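 further: 0% = enzyme with DMSO and 100% = wells lacking PAFAH1B2; many of its hits are not listed in these tables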
# LYPLA1 counter = LYPLA1 (human) inhibition in PME1 counter-screen; O75608; recombinant LYPLA1, FP-Rh probe fluorescence polarization; inhibition, % at 5.9 µM; hit rate 0.16% among 320,000; AID 2174;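 active means inhibition above the mean of all tested compounds plus 3 SD, set per campaign, cut at about 14% in these data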;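 further: inhibitors block serine hydrolase probe labeling of LYPLA1 so polarization falls; 0% = enzyme with DMSO and 100% = wells lacking LYPLA1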
# Target sequence (O75608 whole entry, looked up): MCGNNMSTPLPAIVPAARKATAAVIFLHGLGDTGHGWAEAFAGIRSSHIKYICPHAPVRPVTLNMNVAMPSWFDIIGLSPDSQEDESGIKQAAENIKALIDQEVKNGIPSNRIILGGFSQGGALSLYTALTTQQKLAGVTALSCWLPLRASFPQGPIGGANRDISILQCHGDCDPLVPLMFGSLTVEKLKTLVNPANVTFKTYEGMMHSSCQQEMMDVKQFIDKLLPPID
# Numbers without * were called inactive; · = no result given. A portion of the library, so the mix of outcomes need not match the whole.
SMILES,LYPLA2 counter,pPAFAH inh,GSTO1 inh,PREPL inhibitor,PAFAH1B3 inh,PAD4 FP inh,PME-1 inh,PAFAH1B2 inh,LYPLA1 counter
CC(Sc1ccc(S(=O)(=O)N2CCN(C)CC2)cn1)C(=O)NC1CCCCC1 (configuration not stated),12,4,·,-2,15,0,3,14,1
CC(C)CCC1(C)NC(=O)N(CC(=O)NCC(=O)Nc2ccc(F)c(F)c2F)C1=O (configuration not stated),·,-1,·,7,5,-2,·,6,·
O=C1Nc2ccccc2N=C(c2ccccc2)C1Br (configuration not stated),10,0,19,-1,1,1,4,3,1
O=C(CSc1nnc2n1CCCN2)c1ccccc1,11,1,3,19,·,1,3,·,1
C=CCc1ccccc1OCC(O)CN(CC)CC (configuration not stated),0,1,6,39,16,1,-1,-2,1
COC(=O)c1ccc(C(C2C(=O)CC(C)(C)CC2=O)C2C(=O)CC(C)(C)CC2=O)cc1,8,6,-1,-2,1,-2,1,-3,6
COc1cccc(CNC(=O)CCC(=O)N2CC(C)Oc3ccccc32)c1OC (configuration not stated),4,3,1,2,-4,2,-3,4,-2
Fc1cccc(Nc2nc(N3CCOCC3)nc(N3CCOCC3)n2)c1,0,4,-3,1,0,-3,-7,4,1
CCN(CC)C(=O)N1CCC(NC(=O)c2ccccc2)CC1,-2,2,1,3,2,-3,-1,2,-1
COc1cccc(C(=O)Nc2c(F)cccc2F)c1,3,5,-7,1,12,2,-3,6,-2
CC(C)(C)c1cnnn1-c1ccc(NC(=O)c2ccc3c(c2)OCO3)cc1,14,2,-5,-2,-9,-1,8,2,1
C#CCOCCOCCOCCNc1nc(N2CCN(C(=O)[C@H](CCCCN)n3cc(C(N)[C@H](C)CC)nn3)CC2)nc(N2CCN(C(=O)[C@H](CCC(=O)O)n3cc(C(N)[C@H](C)CC)nn3)CC2)n1 (some centres not stated),1,3,10,-3,9,-1,0,5,-3
O=C(CSc1n[nH]c(=O)n1-c1ccc2c(c1)OCCO2)Nc1ccccc1,6,-3,0,5,9,5,4,4,-3
COc1ccc(C(NC(N)=O)c2ccccc2)cc1 (configuration not stated),-6,0,-3,-4,-5,-1,-5,3,-5
COc1ccc(-c2n[nH]c(C)c2-c2cc(OC)ccc2O)cc1,-2,-4,3,3,10,-3,-4,5,-1
CCOC(=O)C1=C(COC(=O)[C@H](C)NS(=O)(=O)c2ccc(NC(C)=O)cc2)NC(=O)NC1C (some centres not stated),4,3,·,5,-2,2,-1,-7,-1
Cc1ccsc1C(=O)OCC(=O)NCCNC(=O)COC(=O)c1sccc1C,2,3,-2,3,-2,-1,11,3,6
COc1ccccc1NC(=O)Nc1ccccc1N1CCOCC1,-2,-3,8,-3,4,8,-1,5,2
O=Cc1ccc(C(=O)OCC(=O)NCc2ccco2)cc1,·,-5,·,11,2,1,·,-1,·
O=C(Nc1nccs1)C1CC(=O)N(c2ccc(Cl)cc2)C1 (configuration not stated),9,-2,5,15,8,-1,1,-1,6
COc1ccc2[nH]c(O)c(NC(C)=O)c2c1,6,3,3,6,1,5,-10,4,4
COc1cccc(CNC(=O)c2ccc(N3CCOCC3)c([N+](=O)[O-])c2)c1,0,4,6,12,4,5,1,9,4
CCn1c(SCC(=O)N2CCCC2)nnc1-c1ccco1,1,5,-1,-9,1,1,4,4,-3
O=C1CCCCN1CC(=O)N1CCCC(Nc2ccc(F)c(F)c2)C1 (configuration not stated),0,3,6,10,5,-1,0,5,4
COC(=O)C(NC(C)=O)(Nc1nc2c(C)cc(C)cc2s1)C(F)(F)F (configuration not stated),2,1,-3,-1,7,12,-3,4,-5

# 2 entries from above, with values under each structure:
# Below each compound: LYPLA2 counter	pPAFAH inh	GSTO1 inh	PREPL inhibitor	PAFAH1B3 inh	PAD4 FP inh	PME-1 inh	PAFAH1B2 inh	LYPLA1 counter
> C=CCc1ccccc1OCC(O)CN(CC)CC (configuration not stated)
    0	1	6	39	16	1	-1	-2	1
> COC(=O)C(NC(C)=O)(Nc1nc2c(C)cc(C)cc2s1)C(F)(F)F (configuration not stated)
    2	1	-3	-1	7	12	-3	4	-5

# Next entries follow:
SMILES,LYPLA2 counter,pPAFAH inh,GSTO1 inh,PREPL inhibitor,PAFAH1B3 inh,PAD4 FP inh,PME-1 inh,PAFAH1B2 inh,LYPLA1 counter
O=C1OCCC1N1C(=O)c2ccccc2S1(=O)=O (configuration not stated),7,-3,-5,8,10,-6,0,3,-4
CNC(=S)NNC(=O)CCn1nc(C)c(Br)c1C,5,3,4,-3,3,3,-6,-3,1
COc1cccc(CNc2ccc(C(=O)O)cc2)c1OCc1ccccc1,0,6,-5,-4,0,0,-2,6,-1
Cc1ccc(N2C(=O)[C@@H]3C(C(=O)CN4C(=O)c5ccccc5C4=O)=NN[C@@H]3C2=O)c(C)c1,1,0,5,8,·,-6,3,·,2
CCOc1cc(C(=O)OCC(=O)Nc2cc(C)on2)cc(OCC)c1OCC,0,4,8,5,-5,1,-8,4,-1
CC(=O)N1CCN(c2ccccc2NC(=O)c2cccs2)CC1,5,-3,6,-2,-8,-4,5,0,2
Cc1ccc(S(=O)(=O)NCC(=O)OCC(=O)c2ccc(Br)s2)cc1,-1,13,1,5,12,1,-5,-3,4
[N-]=[N+]=N[C@@H](CCN1CC[C@H](NC(=O)OCc2ccccc2)CCC1=O)c1ccccc1,11,-2,6,-3,3,2,4,13,2
Cc1ccc(CCNC(=O)c2coc3nc4ccccc4nc23)cc1,-21,-3,-19,-5,-20,-15,-10,-7,-7
CCN(CC)CCN1C(=O)C2C(C(=O)Nc3ccc(C(C)C)cc3)C3C=CC2(O3)C1C(=O)NC1CCCCC1 (configuration not stated),-6,5,-5,16,3,-1,4,3,-3
COc1c(Br)cc([N+](=O)[O-])c(OC)c1C(=O)NC(=O)Nc1cc(Cl)cc(Cl)c1,4,7,1,0,6,3,-2,4,1
COc1ccc(C)cc1S(=O)(=O)N1CCC(C(=O)N2CCN(C)CC2)CC1,0,-2,1,2,-4,-1,-2,-1,-1
Cc1cc(C)n2c(SCC#N)nnc2n1,-13,-1,-3,-3,4,-2,3,-1,-2
CCOC(=O)C1=C(C)N=c2s/c(=C\C(=O)OC)c(=O)n2C1c1ccc(OC)cc1 (configuration not stated),-9,0,-2,-1,2,-1,-8,-5,-7
Cc1ccc(O)c(C(=O)CC(=O)c2ccccc2Cl)c1,-8,-1,-1,9,8,-4,-2,5,-7
COc1ccc(-n2c(SCC(=O)N3CCOCC3)nc(O)c(Cc3ccccc3)c2=O)cc1,-2,-1,4,-17,3,-5,-7,1,0
Cc1cccc(CNc2ncnc3ccc(-c4ccoc4)cc23)c1,-12,3,·,-3,0,-4,-15,-3,-9
COc1cccc(NC(=O)CN(C)S(=O)(=O)c2ccc3[nH]c(=O)oc3c2)c1,7,4,5,20,4,-4,-1,2,-4
CN(Cc1ccccc1)C(=S)Nc1ccc2nc3n(c(=O)c2c1)CCCCC3,0,0,2,-8,-2,0,1,13,-4
COC(=O)c1ccc(/C=C/C(=O)OCC(=O)Nc2ncc(Cl)cc2Cl)cc1,-2,-3,·,5,4,-2,-1,6,-3
Nc1cccnc1S(=O)(=O)c1ccccc1,-1,5,-2,-7,7,-4,3,5,3
COc1ccc(OC)c(C(=O)NC(CC(N)=O)c2ccc(NCCN3CCCC3)c([N+](=O)[O-])c2)c1 (configuration not stated),2,-4,0,6,2,-2,4,2,2
COc1ccc(C2C(C#N)=C(N)OC(C(C)(C)C)=C2C#N)cc1OC (configuration not stated),1,8,7,6,7,-1,-1,3,-2
CCOc1ccc(NC(=O)N2CCC(c3ccc(C)cc3)C2)cc1 (configuration not stated),3,7,-3,14,4,-1,9,0,-2
COc1c(C)cc(C(=O)C2CCCN(C(=O)c3cc(C)n(C)n3)C2)cc1C (configuration not stated),-2,3,2,10,-2,6,0,5,0
# Next part.
SMILES,LYPLA2 counter,pPAFAH inh,GSTO1 inh,PREPL inhibitor,PAFAH1B3 inh,PAD4 FP inh,PME-1 inh,PAFAH1B2 inh,LYPLA1 counter
CCN(CC(=O)Nc1c(F)cccc1F)C(=O)c1ccc(Cl)c(S(=O)(=O)N2CCCC2)c1,0,3,0,3,-4,0,10,3,-2
CCCNC(=O)c1ccc2c(=O)c(O)c(C)[nH]c2c1,3,2,15,4,10,1,5,4,-6
Cc1cc(Cl)ccc1Nc1ncccc1C(N)=O,1,2,5,1,15,-2,5,2,4
CC(Sc1nnnn1-c1ccc(O)cc1)C(=O)NC1CCCCC1C (configuration not stated),-1,0,3,8,0,-1,-8,2,0
COc1cc(-c2nnc(NC(=O)C3=COCCO3)o2)cc(OC)c1OC,-3,1,11,11,2,4,-13,5,0
COc1ccc(-n2c(=S)[nH]c3cc(C(=O)NCCCN4CCOCC4)ccc3c2=O)cc1OC,6,2,6,-8,-3,-7,2,0,5
COc1ccc(NS(=O)(=O)c2cc(OC)ccc2OC)cc1,-2,-3,0,9,7,4,-3,2,2
CCOC(=O)C1(Cc2ccccc2C(F)(F)F)CCN(C2CCCC2)CC1,-9,0,5,-19,6,-1,3,-1,-5
O=[N+]([O-])c1ccc(Nc2ccccc2)nc1,11,-6,-6,-9,5,-8,0,5,0
CC(C)[C@H](NC(=O)N1CCn2c1nc1ccccc12)C(=O)N1CCCCC1,5,-1,1,12,10,-1,4,2,-2
CCCCCn1nc(C)c(/C=N\NC(=O)c2cc(C)oc2C)c1C,1,6,6,8,3,0,5,0,-2
O=C(Nc1nc2c(s1)CCc1ccccc1-2)c1ccco1,5,7,6,-12,4,-5,5,2,0
COc1ccc(CCNC(=O)C2CCN(S(=O)(=O)N3CCOCC3)CC2)cc1OC,-1,-2,-12,4,-1,2,3,-3,-3
COc1ccc(-c2nnsc2N2C(=O)c3ccccc3C2=O)cc1,-5,-4,9,18,·,1,5,·,-2
O[C@H]1COC2C1OC[C@@H]2O (some centres not stated),-2,10,13,-11,9,-2,-7,-1,-3
Cc1nn(C)c2ncc(C(N)=O)c(Oc3ccc(Cl)cc3)c12,2,-10,7,14,·,5,-1,·,3
O=C(N=Nc1c(O)[nH]c2ccc([N+](=O)[O-])cc12)c1ccccc1Cl,-4,2,45*,-3,4,-1,-4,6,2
CCOc1cc(NC(=S)NCc2ccco2)c(OCC)cc1NC(=O)C1CC1,1,4,2,10,6,2,-2,1,-2
Cc1ccc(C(CNS(=O)(=O)c2ccc(Cl)cc2)N2CCN(C)CC2)cc1 (configuration not stated),2,3,5,-45,-1,1,-4,13,0
Cc1cc(C(=O)CN2C(=O)NC(C)(c3cc(F)ccc3F)C2=O)c(C)n1C1CC1 (configuration not stated),·,5,·,23,2,4,·,3,·
COc1ccc2nc(C)cc(SCC(=O)N/N=C/c3cccc4ccccc34)c2c1,-4,-2,-9,12,-20,-1,-7,-1,-3
Cc1ccc(NC(=O)CCC(=O)NNC(=O)c2ccco2)cc1C,1,1,-2,-1,4,0,-1,-2,1
O=S(=O)(NC1CCCCC1NCc1ccco1)c1ccccc1 (configuration not stated),-5,-7,-1,-21,1,-2,-4,3,-3
Cc1nc(Nc2ccccc2)c2oc3ccc(Cl)cc3c2n1,5,4,-1,0,5,-2,-4,-2,0
COc1ccccc1NS(=O)(=O)c1cccc(C(=O)NCC(c2cccs2)N2CCOCC2)c1 (configuration not stated),-1,8,·,-5,7,-1,2,7,-2
CCCCn1c(SCC(=O)Nc2nnc(C)s2)nnc1-c1ccncc1,-2,-1,8,21,-5,0,0,0,3
CCCCN(C)C(=O)c1cc2cc3ccc(OC)cc3nc2o1,2,1,-2,-1,9,-3,3,2,2
COC(=O)CC1=C(C(=O)OC)[C@@H](c2ccccc2[N+](=O)[O-])C(C#N)=C(N)O1,-2,3,25,5,9,-3,-2,-3,1
